TrxR1 inh: blocks rat thioredoxin reductase 1. 1% of 390,000 active. recombinant rTrxR1, NADPH fluorescence consumption, selenite substrate. Potency, µM (series often up to 114 µM), inactives show at the highest dose activity change, negative = inhibition, usual class: inhibitors. AID 588453; note: potency is the fitted concentration of half-maximal effect; % is set by controls: 0 for no effect and ±100 for the full control effect; nearly all actives have a fitted effect of over 65% in size
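Rat TrxR1 (90 nM in the dispensed reagent) was pre-reduced with 400 uM NADPH for 5 min at room temperature, then incubated with compound for 15 min. After 400 uM selenite was added, NADPH fluorescence (Ex 340/Em 450 nm) was followed for 8 min.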
GRP78 ERSR act: inducers of ER stress response in human glioma cells. U87-MG GRP78 promoter luciferase reporter, 16 h. Potency, µM, without a hit: top-dose activation, hits mostly activators. 0.02% of 420,000 active. AID 602332; note: potency is the fitted concentration of half-maximal effect; series mostly up to about 76 µM; % of control where 0% means no effect; nearly all actives have a fitted effect of over 35% in size
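ERSR induction read as luciferase luminescence (Bright-Glo, 10 min at room temperature) in stably transfected human U87-MG glioma cells exposed to compounds for 16 h, using GRP78 as sensor.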
RGS4 inh: inhibitors of human regulator of G protein signaling 4; P49798; Transcreener GDP fluorescence polarization, RGS4-accelerated GTP hydrolysis; Potency, µM (titrated, usually from 114 µM), inactives show top-dose activity change, negative = inhibition, usual class: inhibitors; 0.039% of 390,000 active; AID 504845; note: potency is the fitted concentration of half-maximal effect; % is set by controls: 0 for no effect and ±100 for the full control effect; nearly all actives have a fitted effect of over 75% in size; some results filed as inactive show a strong effect at the top dose
Target sequence (P49798 whole entry, looked up): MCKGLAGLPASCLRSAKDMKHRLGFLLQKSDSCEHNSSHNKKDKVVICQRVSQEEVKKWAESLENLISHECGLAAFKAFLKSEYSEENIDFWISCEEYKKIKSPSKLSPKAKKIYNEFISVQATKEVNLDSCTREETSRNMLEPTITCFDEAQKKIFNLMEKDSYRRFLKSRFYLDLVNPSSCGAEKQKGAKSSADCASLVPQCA
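MLSMR compounds (23 nl, pin-transferred) preincubated 10 min at room temperature with a 500nM (2x) first reagent, then RGS4 at 900nM (2x) plus Transcreener GDP mix added; fluorescence polarization (620/688 nm) read before and after 90 min at 30 °C.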
Vif-A3G inh: Vif-A3G binding inhibition. HeLa A3G-eYFP + Vif (tagged APOBEC3G with the HIV-1 protein that degrades it), YFP fluorescence, overnight. Potency, µM (highest dose often 46.1 µM), for inactives: at the top dose activity, negative = active, hits mostly inhibitors. 0.076% of 410,000 active. AID 602310;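 note: potency is the fitted concentration of half-maximal effect; % is set by controls: 0 for no effect and ±100 for the full control effect; nearly all actives have a fitted effect of over 60% in size; hits raise eYFP signal because A3G escapes Vif-driven loss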
Target sequence (Q9HC16 whole entry, looked up): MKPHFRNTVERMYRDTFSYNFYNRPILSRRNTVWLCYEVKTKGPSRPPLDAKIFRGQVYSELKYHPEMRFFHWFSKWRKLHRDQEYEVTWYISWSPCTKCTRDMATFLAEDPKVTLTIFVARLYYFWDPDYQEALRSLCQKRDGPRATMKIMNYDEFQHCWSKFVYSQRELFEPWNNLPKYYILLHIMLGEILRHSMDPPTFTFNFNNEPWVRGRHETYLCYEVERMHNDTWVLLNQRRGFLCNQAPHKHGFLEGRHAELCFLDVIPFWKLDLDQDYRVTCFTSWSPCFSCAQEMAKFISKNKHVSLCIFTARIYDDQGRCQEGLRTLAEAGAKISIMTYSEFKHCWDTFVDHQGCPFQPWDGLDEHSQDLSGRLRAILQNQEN
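HeLa cells stably expressing Vif and C-terminally eYFP-tagged A3G, seeded overnight at 37 deg C, then exposed to compound by pintool overnight at 37 deg C. Rise in yellow fluorescence (Ex 488/Em 500-530, Acumen) marks blocked Vif-driven A3G degradation.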
mIDH1 inhibitor: human IDH1 R132H inhibition; O75874; IDH1-R132H enzyme, NADPH consumption, diaphorase/resazurin fluorescence; Potency, µM (top dose mostly 76.6 µM), inactives show at the top dose activity change, negative = inhibition, most hits filed as inhibitors; 0.093% of 390,000 active; AID 602179; note: potency is the fitted concentration of half-maximal effect; % is set by controls: 0 for no effect and ±100 for the full control effect; nearly all actives have a fitted effect of over 65% in size
Target sequence (O75874 whole entry R132H, stated change not applied): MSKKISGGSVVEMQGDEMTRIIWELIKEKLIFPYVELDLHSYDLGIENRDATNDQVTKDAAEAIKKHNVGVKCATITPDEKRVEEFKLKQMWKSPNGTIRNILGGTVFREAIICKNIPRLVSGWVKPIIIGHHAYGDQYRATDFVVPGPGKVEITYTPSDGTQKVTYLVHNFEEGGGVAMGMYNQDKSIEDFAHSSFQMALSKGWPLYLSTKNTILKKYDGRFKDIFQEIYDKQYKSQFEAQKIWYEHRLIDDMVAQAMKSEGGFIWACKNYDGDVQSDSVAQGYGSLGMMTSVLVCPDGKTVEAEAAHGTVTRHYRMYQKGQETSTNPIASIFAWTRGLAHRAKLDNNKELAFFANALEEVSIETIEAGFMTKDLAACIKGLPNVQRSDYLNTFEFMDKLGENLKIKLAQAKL
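IDH1-R132H (0.5 ug/mL) preincubated 30 min with compound, then NADPH (0.016 mM) and alpha-KG (2 mM) added; 80 min at RT, pH 7.5. Remaining NADPH coupled via diaphorase/resazurin to fluorescence (540/590 nm); concentration-response curves normalized to no-enzyme control.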
LDHA block: LDHA (human) enzyme inhibition | P00338 | purified LDHA, NADH/diaphorase-resazurin fluorescence; hits give low values | activity change, % (values are at about 110 or 230 µM) | 0.15% of 480,000 active; in the data active = activity change below about -30%; inconclusive = mostly about -25% to -30%;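 note: plate controls were DMSO wells for no effect and wells without enzyme for full effect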
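Human LDH5 at 2 nM final in Tris HCl pH 7.4 with 0.06 mM NADH and 0.2 mM pyruvate, reacted 5 minutes at room temperature. Remaining NADH coupled via diaphorase/resazurin; resorufin fluorescence read at 0 and 20 minutes, normalized to enzyme-free and DMSO wells.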
Vif-APOBEC3F blk: inhibitors of Vif-A3F interaction | Potency, µM (titrated, usually from 46.1 µM), inactives show at the top dose activity, negative = active | 0.2% of 390,000 active | HeLa A3F-eYFP + Vif (tagged APOBEC3F with the HIV-1 protein that degrades it), YFP fluorescence increase; note: potency is the fitted concentration of half-maximal effect; % of control where 0% means no effect; nearly all actives have a fitted effect of over 65% in size
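Fluorescence increase (Ex 488/Em 500-530) after overnight compound treatment at 37 deg C flags inhibition of Vif-driven A3F-eYFP loss in stable HeLa A3F-eYFP/Vif cells seeded overnight beforehand.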
USP1-UAF1 inh: USP1/UAF1 (human) deubiquitinase inhibition | O94782 | recombinant USP1/UAF1, Ub-Rhodamine cleavage fluorescence | Potency, µM (doses to about 57.1 µM), for inactives: top-dose activity change, negative = inhibition, most hits filed as inhibitors | 0.23% of 390,000 active | AID 743255; note: potency is the fitted concentration of half-maximal effect; % is set by controls: 0 for no effect and ±100 for the full control effect; nearly all actives have a fitted effect of over 60% in size; inactives centre near -12
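High-throughput fluorogenic screen: 1nM USP1/UAF1 complex, Ub-Rho substrate 150nM final, 50mM HEPES pH 7.8 with 0.5mM EDTA, 0.1 mg/ml BSA, 1mM TCEP and 0.01% Tween-20.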
TrxR1 substrate: is turned over as a substrate by rat TrxR1 | O89049 | purified TrxR1 substrate turnover, NADPH consumption readout | Potency, µM (top dose mostly 114 µM), for the others: at the top dose activity change, negative = substrate turnover | 0.01% of 390,000 active; note: potency is the fitted concentration of half-maximal effect; % is set by controls: 0 for no effect and ±100 for the full control effect; nearly all actives have a fitted effect of over 50% in size
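Rat TrxR1, dispensed at 90 nM, was prereduced with 400 uM NADPH (final) for 5 min at ~22 deg C, then incubated with compound 15 min before 400 uM selenite. A first-read NADPH fluorescence drop versus no-compound background flagged substrates.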
An asterisk follows results filed as active; ? = inconclusive; . = not tested or not shown; [ ] = remark or other dose. Unless noted, calls come from the whole dose curve; as a rule, active = well fitted curve in the direction sought with a large enough effect; inconclusive = small, poorly fitted or top-dose-only effect, or another doubt; inactive = no such curve, though single readings can be large; an effect the other way counts as inactive or inconclusive.

No.	SMILES	mIDH1 inhibitor	RGS4 inh	TrxR1 inh	Vif-APOBEC3F blk	GRP78 ERSR act	USP1-UAF1 inh	Vif-A3G inh	TrxR1 substrate	LDHA block
1	O=C(c1ccc2snnc2c1)N1CCN(c2ccccc2)CC1	-16%	12%	-17%[57.1 µM]	-21%	1%	4%	-1%	3%[57.1 µM]	4
2	CCCCCCCC1(C)NC(=O)NC1=O (stereo not drawn)	-5%	8%	6%	4%	-2%	-11%	-1%	-1%	-14
3	O=C(NCCCCCCNC(=O)c1ccc(Br)s1)c1ccc(Br)s1	-4%	-12%	8%[57.1 µM]	-18%	-4%	1%	-14%	0%[57.1 µM]	0
4	CC[n+]1c2ccccc2cc2ccccc21	.	.	58%[activator]	.	2%	.	1%	38%[activator]	-4
5	CCOC(=O)C1=C(C)NC(=S)N(C=O)C1c1ccccc1 (stereo not drawn)	-2%	-16%	3%[57.1 µM]	10%	0%	-24%	-4%	-3%[57.1 µM]	-3
6	C[C@@H](C(=O)Nc1ccc2ccccc2c1)[C@H]1C[C@]1(C)[C@H](NS(=O)(=O)c1ccccc1)c1ccccc1	4%	-12%	16%[57.1 µM]	1%	-6%	-28%	-2%	5%	-2
7	CCCC(=O)Nc1cc(S(=O)(=O)N(CC)CC)ccc1Cl	3%	-17%	9%[57.1 µM]	6%	-2%	-14%	1%	9%[57.1 µM]	-10
8	CCOC(=O)NC(Nc1ncccn1)(C(F)(F)F)C(F)(F)F	-6%	-20%	14%[57.1 µM]	-20%	-5%	2%	4%	7%[57.1 µM]	-10
9	CC(C)OC(=O)NC(C)(C)COC(=O)Nc1cccc(Cl)c1	8%	21%	7%	-25%	4%	-5%	3%	-8%	-1
10	CCCCC(=O)OC1=C(C(=O)c2ccccc2)N(CC)S(=O)(=O)c2ccccc21	.	10%	?	.	.	-11%	.	-8%	-1
11	CC(Sc1nnc(C(C)Oc2ccc(F)cc2)o1)C(=O)NCc1ccc2c(c1)OCO2 (stereo not drawn)	7%	.	.	1%	-4%	-30%	-8%	.	1
12	Cc1cc(C)cc(Nc2cc(C(=O)NCCCN(C)C3CCCCC3)c3ccccc3n2)c1	-13%	-23%	-11%	6%	1%	-24%	-7%	-6%	1
13	CC(C)Cn1cnc2c(SCc3ccccc3F)nc(N)nc21	2%	8%	-17%	3%	4%	-8%	-5%	-17%	-2
14	O=C(CCSCc1cccc(Cl)c1)N1CCN(c2ccc(Cl)cc2)CC1	-1%	-1%	13%[57.1 µM]	6%	-3%	-20%	2%	2%[57.1 µM]	-2
15	CCN1CCN(C(c2ccc(C)cc2)c2sc3nc(-c4ccco4)nn3c2O)CC1 (stereo not drawn)	11%	-9%	-11%[57.1 µM]	-4%	1%	-18%	-2%	-8%[57.1 µM]	1
16	CC(C)(C)Nc1nc(Nc2ccc([N+](=O)[O-])cc2)nc(NC(C)(C)C)n1	2%	-25%	6%[57.1 µM]	-1%	1%	-17%	0%	-6%	-3
17	CCC(C)(C)n1nnnc1C(c1ccc(OC)c(OC)c1)N1CCN(c2ccc(OC)cc2)CC1 (stereo not drawn)	2%	-11%	6%[57.1 µM]	-4%	-7%	-7%	-3%	8%[57.1 µM]	-1
18	CCOC(=O)C1=C(c2ccccc2)NC(SCC(=O)Nc2cccc(C)c2)=C(C#N)C1c1ccco1 (stereo not drawn)	1%	-1%	-7%	-1%	3%	-17%	2%	-2%	-1
19	O=C1C2C3C=CC(O3)C2C(=O)N1N=C1CCCCC1 (stereo not drawn)	3%	18%	-20%[57.1 µM]	-5%	1%	?	-2%	6%[57.1 µM]	-1
20	COc1ccc(OC)c(C(=O)NC(CC(N)=O)c2ccc(NCC3CC3)c([N+](=O)[O-])c2)c1 (stereo not drawn)	-1%	-2%	9%	-3%	-7%	-23%	-2%	9%	0

Sorted by formula weight (smallest number first): three of the compounds above
No.	SMILES	mIDH1 inhibitor	RGS4 inh	TrxR1 inh	Vif-APOBEC3F blk	GRP78 ERSR act	USP1-UAF1 inh	Vif-A3G inh	TrxR1 substrate	LDHA block
16	CC(C)(C)Nc1nc(Nc2ccc([N+](=O)[O-])cc2)nc(NC(C)(C)C)n1	2%	-25%	6%[57.1 µM]	-1%	1%	-17%	0%	-6%	-3
12	Cc1cc(C)cc(Nc2cc(C(=O)NCCCN(C)C3CCCCC3)c3ccccc3n2)c1	-13%	-23%	-11%	6%	1%	-24%	-7%	-6%	1
17	CCC(C)(C)n1nnnc1C(c1ccc(OC)c(OC)c1)N1CCN(c2ccc(OC)cc2)CC1 (stereo not drawn)	2%	-11%	6%[57.1 µM]	-4%	-7%	-7%	-3%	8%[57.1 µM]	-1

Next structures follow:
No.	SMILES	mIDH1 inhibitor	RGS4 inh	TrxR1 inh	Vif-APOBEC3F blk	GRP78 ERSR act	USP1-UAF1 inh	Vif-A3G inh	TrxR1 substrate	LDHA block
21	COC(=O)/C(=C\Nc1ccccc1)NC(=O)c1ccc(Cl)cc1Cl	-5%	-22%	-2%[57.1 µM]	-2%	1%	2%	-7%	-20%	3
22	Cc1ccc2c(c1)N(CCC(=O)NCCCN1CCCC1)C(=O)C(C)O2 (stereo not drawn)	-6%	15%	3%	-11%	-3%	-8%	4%	-1%	-6
23	COC(=O)[C@@]1(C)[C@H]2C(=O)N(Cc3ccccc3)C(=O)[C@H]2[C@H]2CN=C(SCc3ccc(C)cc3)N21	0%[38.3 µM]	-1%	12%	4%	-3%	-19%	0%	1%	2
24	Cc1ccc(OCC(=O)Nc2ccc(S(=O)(=O)Nc3cc(C)nc(C)n3)cc2)cc1	-9%	0%	3%	1%	4%	-15%	-1%	1%	-1
25	FC(F)(F)c1cccc(NCc2n[nH]c(=S)n2C2CCCCC2)c1	-1%	4%	-14%	-1%	-4%	-14%	-5%	-6%	0
26	CCO[C@@H]1OC(C(=O)O)=C[C@H](C)[C@H]1CCCO	23%	0%	17%	2%	-2%	-9%	1%	8%[57.1 µM]	-4
27	COc1ccc(C(=O)N2CCc3cc(OC)c(OC)cc3C2c2ccc(OC)c(OC)c2)cc1OC (stereo not drawn)	-9%	-42%	5%[57.1 µM]	?	-4%	-9%	-1%	10%[57.1 µM]	-7
28	CCCCNC(=O)c1cc(S(=O)(=O)N2CCCCC2)oc1C	-6%	-21%	5%	0%	-2%	-7%	0%	-1%	-3
29	Cn1c(=O)[nH]c(=O)c2c1nc(N1CCCC1)n2CCO	0%	9%	-7%	-28%	-3%	-4%	-10%	-3%	-3
30	N#CCc1ccc(Oc2ccc([N+](=O)[O-])cn2)cc1	2%	17%	5%[11.4 µM]	-15%	-5%	?	0%	2%[11.4 µM]	-4

Profiles, quoted from the list:
FC(F)(F)c1cccc(NCc2n[nH]c(=S)n2C2CCCCC2)c1 as listed: mIDH1 inhibitor = -1%; RGS4 inh = 4%; TrxR1 inh = -14%; Vif-APOBEC3F blk = -1%; GRP78 ERSR act = -4%; USP1-UAF1 inh = -14%; Vif-A3G inh = -5%; TrxR1 substrate = -6%; LDHA block = 0
CCCCC(=O)OC1=C(C(=O)c2ccccc2)N(CC)S(=O)(=O)c2ccccc21 as listed: mIDH1 inhibitor = .; RGS4 inh = 10%; TrxR1 inh = ?; Vif-APOBEC3F blk = .; GRP78 ERSR act = .; USP1-UAF1 inh = -11%; Vif-A3G inh = .; TrxR1 substrate = -8%; LDHA block = -1

Other structures
No.	SMILES	mIDH1 inhibitor	RGS4 inh	TrxR1 inh	Vif-APOBEC3F blk	GRP78 ERSR act	USP1-UAF1 inh	Vif-A3G inh	TrxR1 substrate	LDHA block
31	COc1cc([N+](=O)[O-])ccc1NC(=O)CC(C)C	-1%	9%	-4%	2%	-2%	-21%	0%	-8%	-11
32	CCOC(=O)c1nn(-c2ccc(C)c(C)c2)cc1O	4%	1%	-4%	-12%	-5%	-10%	-3%	-2%	3
33	COCCCn1nnnc1SCC(=O)N1c2ccccc2CC1C (stereo not drawn)	-8%	1%	8%[57.1 µM]	-6%	-3%	-7%	0%	3%	-2
34	CN(C)c1ccc(C=C2SC(=S)NC2=O)cc1	-12%	-45%	7%[2.29 µM]	?	2%	?	10µM*	2%[2.29 µM]	-15
35	CC(=O)Nc1ccc(NC(=O)c2ccc(N(Cc3ccccc3C)S(C)(=O)=O)cc2)cc1	-9%	9%	11%	-1%	-2%	-13%	2%	6%	1
36	Cc1ccc(N2CC(C(=O)Nc3ccc(S(=O)(=O)Nc4nccc(C)n4)cc3)CC2=O)cc1 (stereo not drawn)	0%	6%	19%	-1%	-6%	-9%	-1%	2%	-9
37	CCOC(=O)c1ccc(-n2c(CN3CCN(CCO)CC3)nc3ccc([N+](=O)[O-])cc3c2=O)cc1	-9%	14%	-24%	0%	-1%	-18%	-2%	-11%	-1
38	CCOC(=O)CNC(=S)n1ncnc1N	-14%	-21%	4%[57.1 µM]	-25%	-4%	-14%	0%	1%[57.1 µM]	2
39	COC(=O)c1cc(O)cc(OC)c1C(=O)c1c(O)cc(C)cc1O	1%	-33%	-7%	2%	-6%	-22%	-14%	0%	5

Screening data: PubChem, National Center for Advancing Translational Sciences (NCATS)

A portion of the library (hit frequency here may not be typical).
